Screens from PubChem.
Runt-CBFb FRET: blocks binding of human RUNX1 Runt domain to CBFb; 0.46% of 220,000 active; Cerulean-Runt/Venus-CBFb FRET ratio 530/480, 1 h; Q01196+Q13951; inhibition, % at 20 µM;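 active = inhibition over about 50% at 20 µM in the single-dose screen, limit read from the data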;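 note: 0% = DMSO wells and 100% = excess unlabeled CBFb competitor control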
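Reagent – Venus-CBFb binding partner, 100 nM · Assay system – Cerulean-tagged RUNX1 Runt domain (FRET donor) fusion protein · Input – 100 nM per protein · Incubation – two 1 h room-temperature incubations shielded from light · Measured by – FRET fluorescence · Medium – Tris buffer pH 7.5 with salts and BSA · Benchmarks – unlabeled CBFb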
Hck-Nef inh: human Hck-Nef kinase inhibition. AID 463187. Recombinant Hck-YEEI plus Nef, Z-Lyte FRET kinase assay. inhibition, % at 20 µM. P08631. 0.68% of 220,000 active;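 active = Hck-Nef kinase inhibition above about 50%, limit read from the data; inactive = inhibition below that limit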;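 note: 0% = DMSO with Hck plus Nef and 100% = Hck alone without Nef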
FXIa inh: factor XIa (human) inhibition | purified FXIa, Boc-Glu-Ala-Arg-AMC fluorogenic substrate | inhibition, % at 5 µM | 0.14% of 220,000 active;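 active = inhibition of at least 40%; inactive = inhibition below 40%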;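 note: fluorescence of freed AMC excited at 355 nm; 0% = enzyme without compound and 100% = no enzyme blank; many of its hits are not listed in these tables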
Target sequence (P03951 19-387 limits assumed): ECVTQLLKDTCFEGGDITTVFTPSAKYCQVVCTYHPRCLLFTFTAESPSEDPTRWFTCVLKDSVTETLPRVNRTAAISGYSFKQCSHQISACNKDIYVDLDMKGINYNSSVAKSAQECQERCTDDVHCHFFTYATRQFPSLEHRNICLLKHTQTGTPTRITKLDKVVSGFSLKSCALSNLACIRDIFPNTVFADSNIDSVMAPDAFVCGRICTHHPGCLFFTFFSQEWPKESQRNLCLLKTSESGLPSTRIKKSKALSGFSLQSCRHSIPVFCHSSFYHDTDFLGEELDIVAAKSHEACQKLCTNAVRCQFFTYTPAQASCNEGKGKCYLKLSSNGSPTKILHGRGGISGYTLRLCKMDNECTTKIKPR
Target sequence (P03951 388-625 limits assumed): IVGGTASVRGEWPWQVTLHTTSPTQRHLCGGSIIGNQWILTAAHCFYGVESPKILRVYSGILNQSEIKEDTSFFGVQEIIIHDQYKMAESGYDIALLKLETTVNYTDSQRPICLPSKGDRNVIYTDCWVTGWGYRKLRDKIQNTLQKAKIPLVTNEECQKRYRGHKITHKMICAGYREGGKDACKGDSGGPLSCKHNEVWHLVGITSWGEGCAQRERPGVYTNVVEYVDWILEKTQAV
FXIIa inh: blocks human coagulation factor XIIa protease activity; inhibition, % at 5 µM; P00748; 0.3% of 220,000 active; purified FXIIa, Boc-QGR-AMC fluorogenic substrate, 2 h; in the data active = inhibition above about 40%;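 note: 0% = enzyme with no compound and 100% = blank without enzyme; many of its hits are not listed in these tables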
thrombin 1536: blocks human thrombin protease activity | P00734 | alpha-thrombin, Boc-VPR-AMC fluorogenic substrate cleavage | inhibition, % at 5 µM | 0.26% of 220,000 active;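 active = inhibition at or above 40%; inactive = inhibition below 40%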;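 note: 0% = enzyme with no compound and 100% = wells without enzyme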
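Assay system: human alpha-thrombin enzyme. Reagent: Boc-VPR-AMC substrate, 15 µM final. Compound dosing: one concentration per compound, 5 µM, with 0.2% DMSO. Incubation: room-temperature reaction. Technique: AMC fluorescence, 355/460 nm. Measure: % inhibition relative to enzyme controls and enzyme-free blanks.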
Runt-SMMHC FRET: Runt domain-CBFb-SMMHC interaction inhibition; Q01196+Q13951; Cerulean-Runt/Venus-CBFb-SMMHC FRET ratio 530/480, 1 h; inhibition, % at 20 µM; 0.74% of 220,000 active; AID 1434;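 active = mean inhibition across duplicate retests at 20 µM reaching about 50%, limit read from the data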;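 note: 0% = DMSO wells and 100% = wells with excess untagged CBFb-SMMHC; inhibitors lower the FRET ratio by blocking Runt binding to CBFb-SMMHC; some results filed as inactive read as strong as hits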
Wee1 degr inh: inhibitors of human Wee1 degradation | HeLa Luc-Wee1K328M stability, luciferase luminescence; 100% = proteasome inhibitor MG132 effect | reporter increase, % at 5 µM | 1.2% of 220,000 active | AID 1321;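 active = activation above the mean of all tested compounds plus 3 SD, set per screening run, cut at about 8.8% in these data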;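 note: cells exposed to compound for 20 h before luminescence read; 0% = DMSO alone and 100% = MG132 at 30 µM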
hK5 inh: kallikrein 5 (human) inhibition. Q9Y337. 0.59% of 210,000 active. inhibition, % at 5 µM. AID 873. recombinant hK5, fluorogenic AMC substrate cleavage;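 active = inhibition of 40% or more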;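 note: 0% = enzyme controls without compound and 100% = no-enzyme blanks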
Target sequence (Q9Y337 67-293 limits assumed): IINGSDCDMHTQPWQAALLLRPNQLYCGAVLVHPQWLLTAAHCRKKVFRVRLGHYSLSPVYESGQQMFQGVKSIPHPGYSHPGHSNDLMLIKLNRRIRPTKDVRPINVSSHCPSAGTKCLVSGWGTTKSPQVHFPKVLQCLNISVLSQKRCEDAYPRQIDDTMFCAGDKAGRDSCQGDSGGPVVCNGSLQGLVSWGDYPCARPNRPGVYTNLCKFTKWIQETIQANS
14-3-3 Bad inh: disrupts binding of bovine 14-3-3 zeta to phospho-Bad peptide | AID 781 | 0.71% of 220,000 active | P63103 | inhibition, % at 21.7 µM | TR-FRET 14-3-3zeta/Dy647-pBad peptide displacement, 1 h;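 active = inhibition above about 70%, limit read from the data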;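 note: 0% = full 14-3-3 plus peptide FRET controls and 100% = background without 14-3-3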
Target sequence (P63103 whole entry, looked up): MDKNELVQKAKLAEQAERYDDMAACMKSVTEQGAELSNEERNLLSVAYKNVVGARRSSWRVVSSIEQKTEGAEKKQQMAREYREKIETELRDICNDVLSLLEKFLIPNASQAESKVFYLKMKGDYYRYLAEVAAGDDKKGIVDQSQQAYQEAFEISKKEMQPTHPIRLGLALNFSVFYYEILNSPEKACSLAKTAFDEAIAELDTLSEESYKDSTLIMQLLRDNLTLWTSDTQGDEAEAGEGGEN
Numbers without * were called inactive; nt = no result given; [ ] = another dose, or the depositor's remark.

SMILES | Runt-CBFb FRET | Hck-Nef inh | FXIa inh | FXIIa inh | thrombin 1536 | Runt-SMMHC FRET | Wee1 degr inh | hK5 inh | 14-3-3 Bad inh
COc1ccc(C(=O)COc2nc(C)cc(C)c2C#N)cc1 | 0 | 2 | -2 | 7 | -2 | 1 | 3 | -6 | -2[fluorescence artefact?]
NC(=O)C1CCN(CC(=O)Nc2cccc(C(=O)Nc3cccc(C(F)(F)F)c3)c2)CC1 | -4 | -1 | 5 | 7 | -3 | -3 | -2 | -5 | -1[fluorescence artefact?]
COc1ccc(NC(=S)Nc2ccc3nccnc3c2)cc1 | -22 | -1 | 0 | 2 | 8 | -182 | 1 | 5 | -7[fluorescence artefact?]
COc1cccc(-n2c(=S)sc3c(=O)n(-c4ccccc4OC)c(=S)[nH]c32)c1 | 0 | -19 | 0 | 10 | 14 | -1 | 1 | 2 | -4
O=C(O)CSc1nc2ccccc2[nH]1 | 2 | 1 | 8 | 14 | 3 | 2 | 1 | 3 | 10
CCOC(=O)CSc1nc2ccccc2c(=O)n1CC1CCCC1 | -2 | 14 | 11 | 14 | 1 | -5 | -1 | -2 | 5
Cc1cc(C)c(S(=O)(=O)N2CCN(CCN3C(=O)c4cccc5cccc(c45)C3=O)CC2)cc1[N+](=O)[O-] | -2 | -2 | 3 | 8 | 2 | 2 | 4 | -3 | -6
CC(C)NS(=O)(=O)c1ccc(OCC(=O)NCc2ccc3c(c2)OCO3)c(Cl)c1 | 1 | 0 | -5 | 6 | -2 | 0 | -1 | -1 | 2
CC(=O)Nc1ccc(C(=O)OCC(=O)Nc2ccc(N3CCOCC3)cc2)cc1 | 1 | -24 | 0 | 8 | -1 | 3 | 2 | 2 | 2
O=C(N=NC(=O)c1ccc2c(O)n(C3CCCCC3)c(O)c2c1)c1cccnc1 | -3 | 1 | -1 | 11 | 0 | -12 | -1 | 2 | -4
C=CCNS(=O)(=O)c1cc(S(=O)(=O)NCC=C)c(OC)cc1OC | 0 | -7 | -3 | 1 | -7 | -1 | 3 | -2 | -6
Cc1ccc(NC(=O)Nc2cnc3ccccc3c2)cc1 | 2 | 20 | -3 | 11 | 0 | -2 | 1 | 13 | -5
COC(=O)C1(S(=O)(=O)c2cc(Br)cc3c2N(C(C)=O)CC3)CC1 | 0 | -1 | 5 | 18 | 3 | -2 | 0 | 1 | 6
Cc1ccc2cc(C)c(Sc3nnnn3-c3ccccc3)nc2c1 | -4 | -3 | -8 | -4 | 4 | 0 | -2 | 3 | 12[fluorescence artefact?]
CC1=NN(/C(=N\c2nnc(C)s2)Nc2ccc(C)cc2)[C@H](c2ccc(C)cc2)S1 | 0 | 4 | 5 | 13 | 1 | 4 | -1 | 9 | -7
CCOc1ccccc1-n1c(CN2CCN(C(=O)c3ccco3)CC2)nc2ccccc2c1=O | 0 | 1 | -12 | 2 | -7 | 1 | 2 | -4 | -5
CN(C)S(=O)(=O)c1ccc(C(=O)NCCN2C(=O)S/C(=C\c3cccnc3)C2=O)cc1 | 4 | 15 | -3 | nt | -4 | 1 | 2 | -3 | -16
CCC(c1nnc(SCC(=O)Nc2cccnc2Cl)n1-c1ccccc1)N(C)C (centres undefined) | 0 | 15 | -6 | 5 | 1 | -4 | 3 | 0 | -7
COc1ccc(N/C=C2\CCc3ccccc3C2=O)cc1 | 7 | 11 | -2 | 12 | 5 | -21 | 0 | 0 | -4
COCCn1nnnc1C(C(C)C)N1CCSCC1 (centres undefined) | 0 | 19 | -6 | 6 | -12 | 1 | -1 | -2 | 11
COc1ccc(C(=O)Cc2ccc3c(c2)OCO3)c(O)c1 | -1 | 2 | -6 | 7 | -4 | 0 | -1 | -7 | -8
COc1cccc(-n2ccnc2SCC(=O)Nc2ccccc2F)c1 | -1 | 21 | -3 | 2 | -7 | -2 | -1 | -2 | -9
CCCc1nc(SCC(=O)N2CCC(C)CC2)c2c(=O)n(C)c(=O)n(C)c2n1 | -1 | 30 | 0 | 6 | -6 | 1 | 0 | 0 | 1
O=C(CSc1nccn1Cc1ccccc1)Nc1nccs1 | 0 | -7 | 4 | 3 | -4 | 0 | 2 | -5 | -20
O=C1CC(c2c(F)cccc2Cl)C(n2cncn2)C(O)=C1C1NCCc2ccccc21 (centres undefined) | 2 | -15 | -8 | 0 | -9 | -3 | -2 | -7 | 5
COc1ccc(CCn2nnnc2C(C(C)C)N2CCC(C(N)=O)CC2)cc1OC (centres undefined) | 2 | 6 | 3 | 15 | 3 | 0 | 5 | -7 | 10
Nn1c(SCc2cccc(C(F)(F)F)c2)nnc1-c1ccco1 | 2 | 1 | -7 | 5 | 4 | 2 | 0 | -27 | -2
CC(=O)Nc1cc(-c2ccc(Cl)cc2)nn1-c1ccccc1 | -1 | 6 | 4 | 11 | 1 | -3 | 1 | -4 | -4
Cc1[nH]c2ccccc2c1/C=C(\C#N)S(=O)(=O)c1ccccc1 | 0 | -21 | 18 | 8 | 3 | 2 | 3 | 18 | -10
CN(C)CC#CCCCCCCC#CCN(C)C | 3 | 16 | 3 | 5 | -5 | 0 | 1 | -21 | 7[fluorescence artefact?]
CCOC(=O)/C(C#N)=C1/C=C(C)c2ccccc2N1 | 44 | 48 | 1 | nt | -2 | 91* | 6 | 4 | 1
Cn1c(-c2ccccc2)cnc1SCC(=O)N1CCCCC1 | 0 | 6 | 2 | 5 | 0 | -4 | 0 | -8 | -4
COCCNC(=O)CSc1nnc(-c2ccccc2)c(-c2ccccc2)n1 | -1 | -6 | -2 | 6 | 0 | 4 | -1 | 0 | -2
CC(C)(C)CC(=O)OCC(=O)Nc1cc(C(C)(C)C)nn1-c1ccccc1 | 0 | 6 | 0 | 11 | 3 | -4 | -1 | -1 | -6
CCCc1c(C(=O)OCC)[nH]c2c1C(=O)CCC2 | 1 | 6 | 3 | 7 | -4 | -5 | -1 | -9 | 11
S=C(NCC1CCCO1)N1CCN(Cc2ccccc2)CC1 (centres undefined) | 0 | 16 | -5 | 5 | -16 | 2 | -3 | 0 | 70*
COC(=O)c1ccccc1NC(=O)N[C@@H](C)C(=O)OC | 1 | -21 | -10 | -1 | -6 | -6 | 4 | 0 | -1
CCc1ccc(N2C(=O)CN(Cc3ccc(OC)c(OC)c3)C2=S)cc1 | 2 | -1 | -4 | 5 | -5 | -2 | 2 | -28 | -2
CSCCC(NS(=O)(=O)c1cccs1)C(=O)NCc1cccs1 (centres undefined) | -4 | -17 | 7 | 13 | 1 | -5 | -2 | 4 | 7
O=C(NC1CSCC1OC(=O)c1ccccc1)c1ccccc1 (centres undefined) | 0 | 11 | -7 | 5 | -5 | 2 | -1 | -3 | -7
O=C(OCC(=O)N1c2ccccc2Sc2ccccc21)c1ccc[n+]([O-])c1 | -3 | 14 | -4 | 6 | -5 | 0 | -1 | -4 | -6
Cc1noc(C)c1-c1nnc(-c2ccc(OC(F)(F)F)cc2)o1 | -4 | 7 | 1 | 4 | -6 | 1 | 2 | -3 | -15
O=C(CSc1nnnn1C1CCCC1)c1ccc2c(c1)OCCO2 | -2 | 0 | -22 | -18 | -6 | -3 | 6 | -27 | -6
Cc1cccc(NS(=O)(=O)c2cc(C(=O)N3CCN(C)CC3)ccc2C)c1 | 0 | 1 | -2 | 9 | -2 | -3 | 0 | -3 | 1[fluorescence artefact?]
CCCCc1ccc(-c2nc(N)n[nH]2)cc1 | 1 | 1 | 7 | 11 | 3 | -4 | -1 | 4 | 13
Cc1c(C(=O)NN2CCOCC2)oc2ccccc12 | 2 | -5 | -2 | 4 | 1 | -4 | 3 | 0 | -10
CCN(CC)c1ccc(S(=O)(=O)N2CCOCC2)cc1NC(=O)CSc1cccc[n+]1[O-] | 1 | -1 | 18 | 10 | -2 | -2 | 2 | -5 | -11[fluorescence artefact?]
COc1ccc(OC)c(NC(=S)NCCSc2ccc(C)cc2)c1 | -2 | 1 | 4 | 3 | -1 | -4 | 0 | -24 | -3
FC(F)(F)c1cc(-c2ccco2)nc(NCc2ccc(Cl)cc2)n1 | 3 | 0 | 2 | -2 | -8 | 1 | -1 | -26 | -9
COc1ccc(-c2cc(C(F)F)n3ncc(C(=O)N4CCN(C(=O)c5ccco5)CC4)c3n2)cc1 | -2 | 3 | 7 | 17 | 7 | -4 | 1 | -8 | 6

Full records from above:
COCCn1nnnc1C(C(C)C)N1CCSCC1 (centres undefined) is entered as Runt-CBFb FRET: 0; Hck-Nef inh: 19; FXIa inh: -6; FXIIa inh: 6; thrombin 1536: -12; Runt-SMMHC FRET: 1; Wee1 degr inh: -1; hK5 inh: -2; 14-3-3 Bad inh: 11
COc1cccc(-n2ccnc2SCC(=O)Nc2ccccc2F)c1 is entered as Runt-CBFb FRET: -1; Hck-Nef inh: 21; FXIa inh: -3; FXIIa inh: 2; thrombin 1536: -7; Runt-SMMHC FRET: -2; Wee1 degr inh: -1; hK5 inh: -2; 14-3-3 Bad inh: -9

Following part
SMILES | Runt-CBFb FRET | Hck-Nef inh | FXIa inh | FXIIa inh | thrombin 1536 | Runt-SMMHC FRET | Wee1 degr inh | hK5 inh | 14-3-3 Bad inh
COc1ccc(Cl)cc1NC(=O)Nc1ccc(Br)cn1 | 0 | -2 | 3 | 17 | 1 | -4 | 8 | 6 | 7
Cc1ccc(C2CN(c3ccccc3)CC2C(=O)c2ccc(F)cc2)cc1 (centres undefined) | 4 | 0 | -11 | -8 | 0 | 4 | 5 | -7 | 2
COc1cccc(Cl)c1NC(=O)N1CCN(c2ccnc3cc(Cl)ccc23)CC1 | 0 | 16 | 7 | 15 | 1 | -1 | 4 | 8 | -2
Cc1ccc(CNC(=O)c2ccc(COc3ccccc3)cc2)cc1 | -2 | 1 | 3 | 13 | 2 | 0 | 5 | -23 | -11
COc1ccccc1NC(=O)CN1CCN(C2c3ccccc3-c3ccccc32)CC1 | -2 | 1 | 7 | 20 | 3 | -1 | 1 | 1 | 0
CCN1C(=O)/C(=C\N(C)C)S/C1=N\S(=O)(=O)c1ccc(C)cc1 | -2 | 28 | 0 | 13 | -4 | 1 | -4 | 3 | -13
NC(=O)[C@@H]1CCCN1Cc1nc(Cc2ccccc2Cl)no1 | 2 | 5 | 2 | 12 | -1 | 1 | 0 | nt | -4
COc1ccc(C(=O)N(C)Cc2ccccc2)cc1Br | 0 | 0 | 0 | 6 | -16 | 3 | -2 | -10 | 3
Cc1nc2nc(SCc3nc4ccccc4[nH]3)[nH]c2cc1Br | 3 | 3 | -4 | 4 | -5 | 1 | 1 | -26 | -2
CN(C)c1nc(Cl)nc(NCCOc2ccccc2)n1 | -4 | 3 | 22 | 12 | -3 | 2 | 0 | -9 | -8
COC(=O)c1c(N2C(=O)[C@H]3[C@@H](C2=O)[C@]2(C(=O)Nc4ccccc42)N2CCC[C@@H]32)sc(C)c1C | -4 | 3 | -7 | 6 | -1 | 0 | 0 | -13 | -24
CC(=O)c1ccc(OCCCC(=O)NCC(c2ccco2)N(C)C)cc1 (centres undefined) | -2 | -1 | 10 | 22 | 6 | -4 | 0 | -16 | -5
CCC(C)Sc1nc2c(c(=O)[nH]c(=O)n2C)n1Cc1ccc(Cl)cc1 (centres undefined) | -7 | 4 | 4 | 13 | -2 | -45 | -2 | 6 | 4
Nc1c(C(=O)NCc2ccco2)nnn1-c1ccccc1 | 1 | 1 | 1 | 4 | -6 | 0 | 0 | -16 | 6
